Bioassay records (PubChem)
TEAD-YAP inh: TEAD-YAP interaction inhibition, primary screen, TEAD-YAP interaction inhibitor project, luminescence, HEK-TIYL cells. TEAD-Gal4/YAP UAS-luciferase luminescence. 1.4% of 640,000 active. inhibition, % at 9.12 µM. AID 1259422, 2018; in the data active = inhibition above about 32%;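 note: 0% = median of test compound wells and 100% = reference inhibitor wells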
GPR151 activ: activators of human GPR151, primary screen, cell-based, PathHunter beta-arrestin, luminescence; activation, % at 11.2 µM; G-protein coupled receptor 151 (Homo sapiens), Q8TDV0; 1% of 650,000 active; PathHunter beta-arrestin GPR151 cells; in the data active = activation above about 4.9%;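 note: 0% = median of compound wells and 100% = cells with positive control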
Target sequence (Q8TDV0 whole entry, looked up): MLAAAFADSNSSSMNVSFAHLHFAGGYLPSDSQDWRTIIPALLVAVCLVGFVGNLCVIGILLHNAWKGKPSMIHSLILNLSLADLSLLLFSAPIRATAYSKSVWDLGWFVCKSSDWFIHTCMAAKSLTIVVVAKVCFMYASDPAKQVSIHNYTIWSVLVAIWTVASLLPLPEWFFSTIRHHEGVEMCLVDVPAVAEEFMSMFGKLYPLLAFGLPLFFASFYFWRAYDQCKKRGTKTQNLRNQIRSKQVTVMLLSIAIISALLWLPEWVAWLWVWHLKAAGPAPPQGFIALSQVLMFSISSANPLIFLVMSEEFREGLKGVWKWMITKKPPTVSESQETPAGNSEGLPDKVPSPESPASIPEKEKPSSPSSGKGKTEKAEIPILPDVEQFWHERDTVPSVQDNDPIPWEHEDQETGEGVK
MITF primary: MITF inhibitors, primary screen, biochemical, AlphaScreen, human | Microphthalmia-associated transcription factor (Homo sapiens), O75030 | AlphaScreen MITF homodimerization, bead proximity signal | inhibition, % at 2.6 µM | 0.91% of 650,000 active | AID 1259374, 2018; in the data active = inhibition above about 50%;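 note: 0% = vehicle wells with protein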
FBW7 act: FBW7 E3 ligase activators, primary screen, biochemical, AlphaScreen, human; F-box/WD repeat-containing protein 7 (Homo sapiens), Q969H0; AlphaScreen FBW7–phospho-cyclin E peptide binding, activator screen; AID 1259310, 2017; 0.13% of 650,000 active; normalized activity (activation), % at 26.1 µM; in the data active = normalized activity above about 1.9%;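 note: purified mutant Fbw7 with reduced substrate affinity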
Target sequence (Q969H0 whole entry, looked up): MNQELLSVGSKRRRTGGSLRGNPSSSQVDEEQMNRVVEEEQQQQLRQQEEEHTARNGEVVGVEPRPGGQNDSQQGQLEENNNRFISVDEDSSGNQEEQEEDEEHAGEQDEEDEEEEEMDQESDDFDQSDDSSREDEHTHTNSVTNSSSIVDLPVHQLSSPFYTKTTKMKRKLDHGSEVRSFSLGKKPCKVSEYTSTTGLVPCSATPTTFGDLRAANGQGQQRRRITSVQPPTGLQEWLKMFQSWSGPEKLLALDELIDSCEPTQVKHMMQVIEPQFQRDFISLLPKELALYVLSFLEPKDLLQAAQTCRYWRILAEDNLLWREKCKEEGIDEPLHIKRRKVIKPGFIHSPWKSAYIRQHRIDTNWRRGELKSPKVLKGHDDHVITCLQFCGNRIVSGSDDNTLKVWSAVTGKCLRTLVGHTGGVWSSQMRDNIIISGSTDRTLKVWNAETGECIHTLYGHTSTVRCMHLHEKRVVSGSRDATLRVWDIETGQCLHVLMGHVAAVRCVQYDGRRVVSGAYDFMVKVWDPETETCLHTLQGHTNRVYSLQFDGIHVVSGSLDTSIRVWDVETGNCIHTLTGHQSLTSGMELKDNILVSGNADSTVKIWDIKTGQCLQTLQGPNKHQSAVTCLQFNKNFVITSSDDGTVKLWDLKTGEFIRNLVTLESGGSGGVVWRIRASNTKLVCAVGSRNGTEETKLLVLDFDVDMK
Starred values were filed as active, the others as inactive; & = joins results of further samples.

SMILES	TEAD-YAP inh	GPR151 activ	MITF primary	FBW7 act
CCOC(=O)/C(=N\Nc1ccccc1Cl)N1CCCCC1	1	0.9	-2	-0.2
COc1cccc(CC2(CCC(=O)N(C)Cc3cc(-c4ccccc4)on3)CCC(=O)N2)c1 (stereo not given)	-5	-0.2	-1	0.1
CC1(C)CC(NC(=S)Nc2ccccc2)CC(C)(C)N1	-5&1	0.7&-0.7	-14&21	0.0&0.7
C=Cc1ccc(Cn2c(C)c(CNCC(C)c3ccccc3)c(C(=O)O)c2C)cc1 (stereo not given)	3	-0.7	1	0.1
O=C(N/N=C/c1ccco1)/C(=C/c1cccc([N+](=O)[O-])c1)NC(=O)c1ccccc1	15	-0.6	8	0.2
O=C(NC1CCCC1)c1ncoc1-c1cccs1	-26	0.7	7	-0.1
CCOC(=O)C1=C(C)Nc2nnnn2C1c1ccc(OCc2ccccc2)c(OCC)c1 (stereo not given)	-1&-2	0.8&-1.5	-14&15	0.2&0.2
COc1ccc(C(=O)C2Nc3ccccc3-c3nnc(SCc4ccc(C)cc4)nc3O2)cc1 (stereo not given)	-5	2.4	5	-0.2
COc1ccc(S(=O)(=O)NC2CCCC2)cc1Cl	8	-0.7	7	0.0
COc1ccc(C)cc1NS(=O)(=O)c1ccc2c(c1)CCC(=O)N2	3	-0.5	73*	0.0
COc1ccc(/C=C/C(=O)Nc2nnc(C(F)(F)F)s2)cc1	-9	0.5	-4	0.1
O=C(CN1C(=O)NC2(CCCCC2)C1=O)Nc1ccc(SC(F)F)cc1	10	0.1	-2	0.0
Cc1cccc(NC(=O)c2c(NC(=O)c3ccccc3F)sc3c2CCC(C)C3)c1 (stereo not given)	9	-1.0	-1	-0.1
CC(NC(=O)c1nn2c(C(F)(F)F)cc(-c3ccc(Cl)cc3)nc2c1Cl)c1ccccc1 (stereo not given)	-1	0.5	18	0.0
COc1ccc(CNC(=O)c2cn[nH]c2-c2ccc(OC)cc2)cc1	1	1.0	2	0.1
CCCCN(C)CCC(=O)Nc1ccccc1	0	0.9	-4	0.0
Cc1ccc(CN2CCNC(=O)C2CC(=O)N(C)C(C2CC2)C2CC2)o1 (stereo not given)	3	3.6	-1	-0.1
COc1ccc(-c2csc(NC(=O)c3cc(C)nn3C)n2)cc1	63*	0.4	0	0.0
CCc1nc(NNC(=O)c2ccccc2)c2c3c(sc2n1)COC(C)(C)C3	10	-1.3	-12	-0.1
O=C(COc1ccc(S(=O)(=O)N2CCCC2)cc1Cl)Nc1cccc([N+](=O)[O-])c1	-5	0.4	-4	-0.1
O=S1(=O)CCN2C(=N1)SC(c1ccccc1)=C2c1ccccc1	-1	0.3	-10	-0.2
Cc1[nH]c2ccc(OC(F)(F)F)cc2c1CCNC(=O)c1c(Cl)cnn1C	-1	0.7	7	0.0
COC(=O)C1(CO)NC(c2cccs2)C2C(=O)N(c3ccccc3)C(=O)C21 (stereo not given)	-5	0.6	-10	-0.2
COc1ccc(S(=O)(=O)NCCOc2ccc(C)cc2)cc1Br	3	0.2	6	0.1
O=C(c1cccs1)N1CCN(C2C3CC4CC(C3)CC2C4)CC1 (stereo not given)	-36	-0.8	-2	-0.1

Following part
SMILES	TEAD-YAP inh	GPR151 activ	MITF primary	FBW7 act
O=C(Cn1c2ccccc2c(=O)c2ccccc21)Oc1ccc(Cl)cc1Cl	0	-1.1	13	0.0
CC(NC(=O)c1ccc(S(=O)(=O)N2CCOCC2)cc1)C12CC3CC(CC(C3)C1)C2 (stereo not given)	-6	0.4	4	-0.1
CC(=O)Nc1cccc(N=Cc2ccccc2O)c1	-8	0.5	-2	0.1
CN(C)S(=O)(=O)N1CCCC(CO)(Cc2cccc(Cl)c2)C1 (stereo not given)	-2	0.5	12	-0.2
COCCn1cc(C(=O)NCCCN2CCCCCC2)c2c3ccccc3n(C)c2c1=O	1	-0.1	-23	1.2
CC12CN3CC(C)(CN(C1)C3c1ccccc1[N+](=O)[O-])C2=O (stereo not given)	2	-0.6	7	-0.1
Cc1cccc(/C=N/NC(=O)c2ccccn2)c1	-8	-5.1	5	-0.4
CCOC(=O)C1CCN(C(=S)Nc2ccc(S(N)(=O)=O)cc2)CC1	-1	0.9	-8	0.0
Cc1c(C(=O)Nc2ccc3c(c2)OCCO3)sc2ncnc(N3CCN(c4ccccn4)CC3)c12	-1	-1.1	-14	-0.1
CC(C)C(=O)Nc1ccccc1N1CCN(C(=O)c2ccccc2)CC1	-8	0.0	-2	-0.1
Cc1ccc(N2NC(=O)/C(=C/c3cccn3-c3ccc([N+](=O)[O-])cc3)C2=O)cc1	-12	0.7	7	-0.1
O=C(NCc1ccc(F)cc1)c1cc(Sc2ccc(Cl)cc2)nc2ccccc12	-1	0.4	-9	-0.2
CC1(CCc2ccc(O)cc2)NC(=O)NC1=O (stereo not given)	-6	-1.6	2	0.1
CCOC(=O)CC1CN(C)CCN1C (stereo not given)	-1	0.9	-9	0.1
CCC(=O)C1CCCN(C(=O)CC2(c3ccccc3Cl)CC(=O)N(C)C2=O)C1 (stereo not given)	-44	0.1	6	0.4
Cc1ccc(C(=O)NNC(=O)CSc2nnc(-c3ccccc3N)n2C)cc1	-6	-1.8	1	-0.4
Cn1c(C(=O)NCc2cccs2)cc2c(=O)n3ccccc3nc21	-47	0.4	1	0.1
CCOC(=O)c1c(NC(=O)C2CCCO2)sc(C(C)=O)c1C (stereo not given)	6	-0.4	11	-0.3
Cc1cccnc1C(NC(=O)C1CCN(C(=O)C(C)(C)C)CC1)c1cccs1 (stereo not given)	0	-0.7	-17	0.1
Cc1ccc(Cl)cc1N(CC(=O)Nc1ccccc1C(=O)O)S(C)(=O)=O	6	0.7	19	-0.2
O=C(Nc1ccnn1C1CCN(Cc2cccc3c2oc2ccccc23)CC1)C1CC1	-8	1.1	-3	-0.1
CC(=O)N1CCN(CC(C)(C)NS(=O)(=O)c2ccccc2)CC1	1	2.0	-4	0.0
COCCNC(=O)Cn1cnc2sc(C)c(S(=O)(=O)N3CCOCC3)c2c1=O	3	0.0	6	0.2
CCOC(=O)C1=C(C)N=c2s/c(=C/c3cccc([N+](=O)[O-])c3)c(=O)n2C1c1ccc(C(C)(C)C)cc1 (stereo not given)	-4	-1.6	27	0.2
COc1ccccc1CN[C@H]1C[C@H]2C(=O)N[C@@H](CO)C(=O)N2C1	2	5.2*	11	0.9

(more compounds)
SMILES	TEAD-YAP inh	GPR151 activ	MITF primary	FBW7 act
Cc1ccnc(SC(C(=O)O)c2ccccc2)n1 (stereo not given)	2	0.1	17	0.0
CCCc1cc(NCCc2ccc(OC)cc2)n2ncnc2n1	0	0.5	11	0.4
CCOC(=O)c1c(NC(=O)c2cnn3c2NC(c2ccc(Br)cc2)CC3C(F)(F)F)sc2c1CCCC2 (stereo not given)	9	-1.2	-3	0.1
O=C1NCC(O)=C1C=Nc1ccc(C2CCCCC2)cc1	5	-1.2	9	0.0
CCc1ccc(NC(=O)c2ccccc2[N+](=O)[O-])cc1	-2	0.3	-1	0.2
C=COCCNC(=O)C(=O)Nc1cccc(C)c1C	2	0.1	-1	0.0
COc1cc(C(=O)Nc2nc3ccccc3n2C)cc(OC)c1OC	-7	-2.5	4	0.0
Nc1nncn1C(=O)CCCOc1ccc(Cl)cc1Cl	-2	-0.8	2	-0.2
Cc1ccccc1CNc1nnnn1C	2	0.7	15	-0.2
CN(C)CCOc1ccccc1-c1ccccc1	3	1.4	61*	0.1
C/C=C/COC(=O)C1=C(C)NC(=O)NC1c1cccc(OCC)c1 (stereo not given)	-7	1.0	9	-0.1
CC(C)C(NC(=O)c1cccs1)C(=O)Nc1nc2ccccc2s1 (stereo not given)	10	3.1	20	0.1
O=C1OC(c2ccccc2F)=N/C1=C\c1ccc(-c2ccc([N+](=O)[O-])cc2)o1	-2	0.5	-2	-0.1
C/C(O)=C(\C(=O)Nc1ccccc1)C1(C(C#N)C(N)=O)CCCC1 (stereo not given)	-5	-0.5	-13	0.0
Cc1ccc([N+](=O)[O-])cc1NC(=O)Oc1ccccc1	3	1.1	7	0.2
CCN(CC)CCn1c(NC(=O)C2CCCCC2)nc2ccccc21	3	-0.2	-9	-0.2
CC1=C(C(=O)OC2CCCC2)C(c2cc3c(cc2Br)OCO3)C2=C(CC(c3ccc(Cl)cc3)CC2=O)N1 (stereo not given)	10	-1.2	13	0.2
CCN(CC)c1ccc(N=c2ssc3c2-c2ccccc2NC3(C)C)cc1	-1	-0.2	5	-0.1
N#Cc1cc2c(N)c(C(=O)Nc3cccc(C(F)(F)F)c3)sc2nc1N	0	-0.2	17	0.1
c1ccc2nc3c(nc2c1)c1ccccc1n3CN1CCOCC1	-23	-4.9	0	0.1
CCN(CC)S(=O)(=O)c1ccc(NS(=O)(=O)c2ccc(F)cc2)cc1	-1	0.4	11	0.0
CS(=O)(=O)N1CCC(C(=O)c2ccc(F)cc2)CC1	11	-0.3	12	-0.2
Nc1cc(N)nc(SCC(=O)N2CCN(c3ccc(Cl)cc3)CC2)n1	-2	1.5	8	0.1
O=C(Nc1ccccc1Br)C1CCCN(c2ncccn2)C1 (stereo not given)	-29	0.0	-14	-0.1
Cc1cccc(OCCOc2ccc(/C=C3/C(=N)N4N=C(Cc5ccccc5)SC4=NC3=O)cc2)c1	8	0.4	9	0.0

More compounds
SMILES	TEAD-YAP inh	GPR151 activ	MITF primary	FBW7 act
CC(C)(C)CC(=O)O/N=C(\N)c1ccc(Cl)cc1	-10	-0.8	26	0.1
O=C(CSc1nc2ccccc2c(=O)n1-c1ccccc1)c1cccs1	10	-0.5	16	0.1
NC(=O)c1c(NC(=O)c2cccc(Br)c2)sc2c1CCCC2	47*	1.4	-20	0.1
COc1ccc(CCNC(=O)CCn2c(SCC(=O)c3ccc(Br)cc3)nc3cc4c(cc3c2=O)OCO4)cc1OC	-9	1.5	-25	0.1
COc1cc(/C=C2/C(=O)N(c3ccc(Cl)c(Cl)c3)N=C2C)ccc1OC(C)=O	12	-0.2	11	0.2
O=C(Nc1ccc2cn[nH]c2c1)C1(c2ccccc2)CCOCC1	-32	-0.2	-10	-0.1
CN(C)N1C(N)=C(C#N)C(c2ccc(Br)cc2)C2=C1CCCC2=O (stereo not given)	9	0.0	14	0.2
O=C(Nc1ccc2c3c(cccc13)CC2)c1ccc(S(=O)(=O)N2CCc3ccccc32)cc1	-3	0.1	2	-0.3
CC(=O)Nc1cccc(NC(=O)CSc2nc3ccc([N+](=O)[O-])cc3[nH]2)c1	-16	-0.8	16	0.2
O=C(CSc1nc2ccccc2s1)N1CCc2ccccc21	-2	4.0	4	-0.2
CCN1CCN(Cc2coc3ccccc3c2=O)CC1	-11	-0.3	82*	0.6
COc1ccc(C2=NN(C(=O)CSc3nnc(CNC(=O)c4cccs4)n3-c3cccc(C)c3C)C(c3ccc(OC)cc3)C2)cc1 (stereo not given)	2	-1.1	7	0.3
Cc1nn(-c2ccc(Cl)c(Cl)c2)c(=O)c2ccccc12	1	0.7	0	0.0
O=C(CSc1nc2c(sc(=S)n2Cc2ccco2)c(=O)n1-c1ccccc1)N1CCCc2ccccc21	15	-0.9	-4	0.0
COc1cc(C2NC(=O)NC(C)=C2C(C)=O)cc(I)c1O (stereo not given)	9	1.0	12	0.0

Pulled by structure from the list above, 2 records:
SMILES	TEAD-YAP inh	GPR151 activ	MITF primary	FBW7 act
Cc1cccc(OCCOc2ccc(/C=C3/C(=N)N4N=C(Cc5ccccc5)SC4=NC3=O)cc2)c1	8	0.4	9	0.0
O=C(c1cccs1)N1CCN(C2C3CC4CC(C3)CC2C4)CC1 (stereo not given)	-36	-0.8	-2	-0.1

Shown with two lines to a compound: entries from further up.
Results follow in this order: TEAD-YAP inh | GPR151 activ | MITF primary | FBW7 act
CC(C)(C)CC(=O)O/N=C(\N)c1ccc(Cl)cc1
    -10 | -0.8 | 26 | 0.1
O=C(CSc1nc2ccccc2c(=O)n1-c1ccccc1)c1cccs1
    10 | -0.5 | 16 | 0.1
NC(=O)c1c(NC(=O)c2cccc(Br)c2)sc2c1CCCC2
    47* | 1.4 | -20 | 0.1
COc1ccc(CCNC(=O)CCn2c(SCC(=O)c3ccc(Br)cc3)nc3cc4c(cc3c2=O)OCO4)cc1OC
    -9 | 1.5 | -25 | 0.1
COc1cc(/C=C2/C(=O)N(c3ccc(Cl)c(Cl)c3)N=C2C)ccc1OC(C)=O
    12 | -0.2 | 11 | 0.2
O=C(Nc1ccc2cn[nH]c2c1)C1(c2ccccc2)CCOCC1
    -32 | -0.2 | -10 | -0.1
CN(C)N1C(N)=C(C#N)C(c2ccc(Br)cc2)C2=C1CCCC2=O (stereo not given)
    9 | 0.0 | 14 | 0.2
O=C(Nc1ccc2c3c(cccc13)CC2)c1ccc(S(=O)(=O)N2CCc3ccccc32)cc1
    -3 | 0.1 | 2 | -0.3
CC(=O)Nc1cccc(NC(=O)CSc2nc3ccc([N+](=O)[O-])cc3[nH]2)c1
    -16 | -0.8 | 16 | 0.2
O=C(CSc1nc2ccccc2s1)N1CCc2ccccc21
    -2 | 4.0 | 4 | -0.2
CCN1CCN(Cc2coc3ccccc3c2=O)CC1
    -11 | -0.3 | 82* | 0.6
COc1ccc(C2=NN(C(=O)CSc3nnc(CNC(=O)c4cccs4)n3-c3cccc(C)c3C)C(c3ccc(OC)cc3)C2)cc1 (stereo not given)
    2 | -1.1 | 7 | 0.3
Cc1nn(-c2ccc(Cl)c(Cl)c2)c(=O)c2ccccc12
    1 | 0.7 | 0 | 0.0
O=C(CSc1nc2c(sc(=S)n2Cc2ccco2)c(=O)n1-c1ccccc1)N1CCCc2ccccc21
    15 | -0.9 | -4 | 0.0
COc1cc(C2NC(=O)NC(C)=C2C(C)=O)cc(I)c1O (stereo not given)
    9 | 1.0 | 12 | 0.0
